# Bioassay records as filed in PubChem BioAssay.
# LmPK inhibitor: inhibitors of Leishmania mexicana pyruvate kinase; Potency, µM (doses to about 57.5 µM), for the others: at the highest dose activity change, negative = inhibition, usual class: inhibitors; 0.37% of 290,000 active; purified LmPK, Kinase-Glo ATP luminescence, 1 h; Q27686
# Target sequence (Q27686 whole entry, looked up): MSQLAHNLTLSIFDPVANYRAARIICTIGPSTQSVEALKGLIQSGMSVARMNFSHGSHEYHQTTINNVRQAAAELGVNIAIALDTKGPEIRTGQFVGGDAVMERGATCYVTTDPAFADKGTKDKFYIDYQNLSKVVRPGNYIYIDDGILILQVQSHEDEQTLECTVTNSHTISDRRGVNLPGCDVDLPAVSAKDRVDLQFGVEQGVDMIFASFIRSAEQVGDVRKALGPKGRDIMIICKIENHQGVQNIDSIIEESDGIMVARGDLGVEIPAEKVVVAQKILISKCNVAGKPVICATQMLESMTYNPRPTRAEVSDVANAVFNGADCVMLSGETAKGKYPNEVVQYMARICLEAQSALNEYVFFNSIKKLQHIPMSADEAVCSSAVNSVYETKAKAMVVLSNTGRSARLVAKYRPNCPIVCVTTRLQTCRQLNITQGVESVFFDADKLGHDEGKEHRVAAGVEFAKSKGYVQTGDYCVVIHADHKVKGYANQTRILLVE
#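 Screened at intermediate enzyme activity to detect both inhibitors and activators: LmPK at 0.1 nM, with a 0.5 nM enzyme column as activation reference. PEP 0.5 mM, ADP 0.1 mM; ATP detected by luminescence after 1 h.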
# Pf growth 48h: P. falciparum growth inhibition at 48 hours (one generation); P. falciparum luciferase growth in erythrocytes, 48 h; Potency, µM (series often up to 28.7 µM), without a hit: top-dose activity change, negative = inhibition, usual class: inhibitors; 5.9% of 310,000 active
#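 In quantitative HTS format, infected erythrocytes bearing luciferase-reporter parasites were treated for a single generation at 37 C. Luminescence after adding detection reagent served as the growth measure.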
# TbPYK inhibitor: inhibitors of Trypanosoma brucei pyruvate kinase; Potency, µM (doses to about 76.8 µM), inactives show top-dose activity, negative = inhibition, hits mostly inhibitors; TbPYK enzyme, Kinase-Glo Plus ATP luminescence, 45 min; 0.12% of 410,000 active; Q57TT1; further: nearly all actives have a fitted effect of over 50% in size
#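 Assay buffer: 50 mM TEA pH 7.2, 100 mM KCl, 10 mM MgCl2, 0.05% BSA, 0.01% Tween-20. Pyruvate kinase from T. brucei plus substrate met compound, then ADP (130 uM final). Luminescence was read post 45 min RT.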
# Sm TGR block: S. mansoni TGR enzyme inhibition; Q962Y6; purified TGR, DTNB reduction, TNB absorbance 405 nm; Potency, µM (doses to about 114 µM), inactives show top-dose activity change, negative = inhibition, usual class: inhibitors; 3% of 360,000 active; further: nearly all actives have a fitted effect of over 60% in size
#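 First, TGR (20 nM dispensed) and NADPH were mixed with compound. Second, a 15 min room-temperature incubation followed. Third, further NADPH and then DTNB were added to start the reaction. Finally, TNB absorbance was monitored kinetically.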
# Pf growth 96h: P. falciparum growth inhibition at 96 hours; P. falciparum luciferase reporter growth, 96 h; Potency, µM (series often up to 28.7 µM), for inactives: at the top dose activity change, negative = inhibition, usual class: inhibitors; 6.9% of 320,000 active
#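 Luminescence readout: decreased luciferase signal marks inhibited growth of reporter-expressing P. falciparum in infected red cells (2% hematocrit, 0.05% parasitemia final), exposed to compound two generations (96 h, 37 C, 5% CO2).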
# HCV inh: blocks hepatitis C virus; Huh7.5.1 HCVcc-Cre infection, luciferase reporter, 44 h; Potency, µM (doses to about 41.8 µM), for the others: at the top dose activity change, negative = inhibition, hits mostly inhibitors; 3.4% of 340,000 active
#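 Cells (1,000/well) were plated 4 h before compound, then infected with HCVcc-Cre virus (~0.5 moi). After 44 h further culture, infection was read as luciferase luminescence following a 15 min substrate incubation at room temperature.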
# * hit, by the source's call; u = inconclusive; x = not tested or not shown; & = joins results of further samples; [ ] = remark or other dose. The call rests on the fitted dose curve; in most records, active means well fitted curve in the direction sought with a large enough effect; inconclusive means small, poorly fitted or top-dose-only effect, or another doubt; inactive means no such curve, though single readings can be large; an effect the other way counts as inactive or inconclusive. On the % scale 0 is the no-effect control and ±100 the full control effect; potency means the concentration at half of the fitted maximal effect.
Compound,LmPK inhibitor,Pf growth 48h,TbPYK inhibitor,Sm TGR block,Pf growth 96h,HCV inh
CCn1cc(C(=O)OC(C)C(=O)Nc2c(C)n(C)n(-c3ccccc3)c2=O)c(=O)c2ccc(C)nc21 (stereo unspecified),1%,-2%,-6%,0%,u,7%
CCn1c(COc2ccccc2C(N)=O)nc2ccccc21,-5%,-2%,-2%,-5%,x,-1%
Cn1c(O)c(/C=N/NC(=O)c2ccncc2)c(=O)[nH]c1=S,1%,12%,-30%,-26%,-13%,1%
CS/C(N)=N/C(=S)Nc1cccc(Cl)c1,-18%,71%[activator],4%,32%,0%,2%
CC1CN(Cc2ccccc2)c2ccccc2NC1=S (stereo unspecified),0%,u,-9%,-5%,u,-7%
C=C1CCN([C@H](C(=O)NCc2ccc(OC)cc2)C(C)C)S(=O)(=O)c2ccccc21,2%,u,0%,8%,u,21%
COc1ccc(/C=N/NC(=O)CCC(=O)Nc2ccc(Br)cc2)c(OC)c1,6%,5%,-7%,7%,36%[activator],-12%
CN(C)S(=O)(=O)Nc1ccc(Oc2ccccc2)cc1,0%,11%,3%,0%,x,-10%
CCOc1ccccc1OCC(=O)Nc1ccccc1C(=O)NC1CC1,x,35%[activator],-2%,7%,u,10%
Cc1ccccc1C(=O)Nc1nnc(CC(=O)N/N=C/c2ccco2)s1,-3%,4%,-1%,3%,0%,-8%

# Reformatted: results already given.
# The line under a structure holds: LmPK inhibitor | Pf growth 48h | TbPYK inhibitor | Sm TGR block | Pf growth 96h | HCV inh
CN(C)S(=O)(=O)Nc1ccc(Oc2ccccc2)cc1
    0% | 11% | 3% | 0% | x | -10%
CCOc1ccccc1OCC(=O)Nc1ccccc1C(=O)NC1CC1
    x | 35%[activator] | -2% | 7% | u | 10%
COc1ccc(/C=N/NC(=O)CCC(=O)Nc2ccc(Br)cc2)c(OC)c1
    6% | 5% | -7% | 7% | 36%[activator] | -12%
Cc1ccccc1C(=O)Nc1nnc(CC(=O)N/N=C/c2ccco2)s1
    -3% | 4% | -1% | 3% | 0% | -8%
CCn1c(COc2ccccc2C(N)=O)nc2ccccc21
    -5% | -2% | -2% | -5% | x | -1%
CS/C(N)=N/C(=S)Nc1cccc(Cl)c1
    -18% | 71%[activator] | 4% | 32% | 0% | 2%
CC1CN(Cc2ccccc2)c2ccccc2NC1=S (stereo unspecified)
    0% | u | -9% | -5% | u | -7%

# Carrying on:
Compound,LmPK inhibitor,Pf growth 48h,TbPYK inhibitor,Sm TGR block,Pf growth 96h,HCV inh
Cc1ccnc(NC(=O)CCC(=O)N(CC(=O)NCc2ccc(F)cc2)Cc2ccco2)c1,-1%,2%,-13%,0%,-25%,3%
CN(CC(=O)Nc1ccc(Cl)c(Cl)c1)C(=O)C12CC3CC(CC(C3)C1)C2,2%,u,-10%,1%,7.4µM*,u
CC(C)(C)C1CCC(=NNC(=O)c2ccco2)CC1 (stereo unspecified),-3%,37%[activator],2%,-4%,u,3%
O=C(CNC(=O)COc1ccccc1)NCCN1CCOCC1,x,10%,-4%,4%,10%,5%
CSc1nc(-c2ccccc2)nc2c1COC(C)(C)C2,1%,u,-2%,-1%,0%,u
O=C(N/N=C/c1ccc([N+](=O)[O-])s1)c1ccncc1,1%,4.7µM*,-9%,u,1.5µM*,u
CCOC(=O)c1sc(NC(=O)CSc2nnnn2-c2ccccc2)nc1C,5%,4%,-6%,-16%,-22%,21%
CC(C)n1cc(/C=C2/NC(=O)N(c3cccc(Cl)c3)C2=O)c2ccccc21,0%,8.3µM*,5%,-18%,9.3µM*,u
CN(CCCNS(=O)(=O)c1cccc2cccnc12)Cc1ccccc1,3%,x,-3%,-18%,u,13%
O=C(N/N=C1/CCSC1)c1cccc([N+](=O)[O-])c1,1%,-8%,0%,-15%,8%,-6%
Cc1cc(C)cc(OCC(=O)NNC(=O)CCC(=O)NCc2ccccc2)c1,6%,-1%,-17%,4%,u,12%
CCOC(=O)c1sc(=NC(=O)c2ccc(Br)cc2)n(C)c1C,4%,40%[activator],8%,4%,65%[activator],23%
Cn1cc(C=C(C#N)C#N)c2ccccc21,6%,u,0%,-1%,43%[activator],-7%
CC(=O)c1c(Nc2ccccc2)sc(C(=O)c2ccccc2)c1C,7%,12%,-9%,-7%,44%[activator],u
O=C1NC2(CCN(Cc3ccccc3)CC2)Oc2ccccc21,1%,u,-10%,-2%,u,1%
Cc1cc(C)cc(N(C(=O)c2csnn2)C(C(=O)NC(C)(C)C)c2cccs2)c1 (stereo unspecified),-2%,2%,-4%,8%,u,-27%
Cc1ccccc1OCCC(=O)OCC(=O)NNC(=O)c1cccs1,x,-15%,-1%,2%,1%,13%
COc1ccc(-c2ccc3nnc(SCC(=O)N4CCCC4)n3n2)cc1,x,-9%,-6%,-2%,u,4%[8.37 µM]
CC(=O)Nc1ccc2c(CN3C(=O)NC(C)(c4ccc(C)cc4)C3=O)cc(=O)oc2c1 (stereo unspecified),3%,u,1%,-1%,u,u
COc1ccc(C2CC(=O)N3CN(c4ccc(C)c(Cl)c4)CSC3=C2C#N)cc1 (stereo unspecified),-14%,x,3.2µM*,45µM*,u,-18%
c1ccc(C(c2nnnn2C2CCCCC2)N2CCc3ccccc3C2)nc1 (stereo unspecified),2%,-7%,2%,-7%,u,-27%
Cc1nc(N2CCN(c3ccccn3)CC2)c2c(C)c(C(=O)Nc3c(C)cc(Br)cc3C)sc2n1,0%,1.9µM*,12%,4%,-23%,u
NC(=O)/C=C\C(=O)Nc1cccc(C(F)(F)F)c1,-2%,-1%,-3%,3.5µM*,35%[activator],u
CCOC(=O)[C@@H]1[C@H]2COc3ccccc3[C@H]2N2C(=O)N(c3ccccc3)C(=O)[C@]12C,4%,u,3%,9%,u,0%
Nc1cc(=O)[nH]c(=O)n1-c1cccc(F)c1,-10%,15%,0%,12%,37%[activator],4%
CC(=O)C1=C(O)C(=O)N(c2cccc(C(=O)O)c2)C1c1ccccc1F (stereo unspecified),1%,11%,8%,1%,15%,27%
CCCCCn1c(CN2CC(C)OC(C)C2)nc2c1c(=O)n(C)c(=O)n2C (stereo unspecified),-1%,3%,5%,-3%,1%,21%
S=C(Nc1ccccc1)NC1CCN(Cc2ccccc2)CC1,8%,0%,4%,33%,u,-10%
Cc1oc2cc3oc(=O)c(CCC(=O)NC4CC4)c(C)c3cc2c1C,0%,u,-1%,-33%,u,u
COc1ccc(-n2ncc(Cl)c(Cl)c2=O)cc1,-3%,11%,5%,u,34%[activator],3.5µM*
Cn1cc(CN2CCCC(C(=O)c3cccs3)C2)c(-c2cccc(Cl)c2)n1 (stereo unspecified),-3%,-29%,2%,10%,58%[activator],u
COc1ccccc1N(C)S(=O)(=O)c1ccc(C(=O)NC2=NCCS2)cc1,2%,-18%,-2%,7%,-10%,16%
Cc1sc2nc(CSCC(=O)N(C)CC(=O)Nc3ccc(F)cc3)[nH]c(=O)c2c1C,x,u,-5%,-29%,3%,-29%
O=C(CNS(=O)(=O)c1ccc2ccccc2c1)Nc1ccc(F)c(F)c1F,x,u,4%,-26%,12%,-8%
Cc1ccc(-n2c(O)c(/C=N/Nc3ccccc3)c(=O)[nH]c2=O)cc1C,6%,22%,4%,u,0%,-1%
CCN1C/C(=C/c2cccc([N+](=O)[O-])c2)C(=O)/C(=C/c2cccc([N+](=O)[O-])c2)C1,2%,1.7µM*,4%,-29%,2.3µM*,u
COCCCNC(=O)CCSc1ccc(C)cc1,0%,43%[activator],-6%,-1%,38%[activator],-22%
CCN1CCN(c2ccccc2NC(=O)c2ccc(-n3cccn3)cc2)CC1,x,u,-3%,4%,-24%,-5%
CCOC(=O)NC1(C(F)(F)F)N=C(c2ccccc2)NC1=O (stereo unspecified),-1%,12%,0%,-17%,-18%,1%
C=C(C)CSc1nnc([C@@H](N)Cc2c[nH]c3ccccc23)o1,4%,u,-2%,6%,x,-2%
CN(C)c1ccc(NC(=S)NC(=O)/C=C/c2ccc(Cl)cc2)cc1,3%,270%[activator],10%,-20%,266%[activator],1%
Cc1ccc(C)c(NC(=O)COC(=O)c2c(C)nn(-c3ccccc3)c2C)c1,x,u,-7%,-5%,9%,u
COc1ccc(OC)c2sc(N3CCCCC3)nc12,-4%,30%[activator],1%,8%,39%[activator],13µM*
CC(=O)c1cccc(Nc2nc(-c3cccnc3)cs2)c1,-5%,38%[activator],-1%,-5%,u,u
FC(F)=C(F)CCSc1ncn[nH]1,-1%,-13%,-6%,x,29%,18%
Cc1sc2ccccc2[n+]1CCC(C)S(=O)(=O)[O-] (stereo unspecified),2%,7%,-11%,2µM*,u,9%
O=C(c1cnsn1)N1CCC(CO)(Cc2ccc(Cl)cc2)CC1,-3%,24%,4%,-4%,u,7%
CCC(C)N(C(=O)COc1ccc(Cl)c2cccnc12)C1CCS(=O)(=O)C1 (stereo unspecified),x,-4%,-2%,2%,0%,-3%
O=C(NC(=S)NC1CCCCC1)c1ccc(Cl)cc1,-6%,-16%,0%,0%,u,-23%
CC1CC(C)CN(C(=O)CCC(=O)Nc2nnc(C(C)C)s2)C1 (stereo unspecified),-1%,u,-4%,-11%,u,15%

# Additional compounds:
Compound,LmPK inhibitor,Pf growth 48h,TbPYK inhibitor,Sm TGR block,Pf growth 96h,HCV inh
O=C(N/N=C/C=C/c1ccco1)c1ccncc1,-4%,-7%,-10%,28µM*,96%[activator],18%
CCOC(=O)Cn1cc(-c2ccccc2)nn1,16%,x,-8%,8%[11.4 µM],-4%,18%
Cn1c(=O)[nH]c(=O)c2c1nc(N1CCCCC1)n2CCCSc1nnnn1-c1ccccc1,4%,u,-2%,4%,u,-1%
CCOC(=O)c1cc(NC(=O)Nc2ccccn2)c(C)nc1C,7%[11.5 µM],42%[activator],-4%,0%,55%[activator],1%
Cc1cccc(OCC(=O)N/N=C/c2cn[nH]c2-c2ccc(Cl)c(Cl)c2)c1,1%,u,0%,-18%,u,6%
CCn1c2ccccc2c2cc(NC(=O)COc3ccc(OC)cc3)ccc21,4%,7%,-10%,0%,16%,u
NC(=O)Cc1ccc(C(=O)c2ccccc2)s1,-1%,33%[activator],5%,-5%,42%[activator],16%
C=CCNC(=S)N/N=C/c1ccc(C(F)(F)F)cc1,-5%,u,0%,-10%,u,8.9µM*
C[C@@]12C(=O)Nc3ccc(Cl)cc3C(=O)N1[C@H]1c3ccccc3OC[C@@H]1[C@@H]2c1ccccc1,x,13µM*,0%,-12%,10µM*,u
CCCCN(C(=O)c1ccc2c(c1)OCCO2)c1c(N)n(CC(C)C)c(=O)[nH]c1=O,x,-13%,2%,8%,1%,11%
O=C1NC[C@H](Cc2ccccc2)N(CC2CCCCC2)C1=O,3%,0%,-3%,4%,3%,7%
Cc1ccc(-n2c(SCC(N)=O)nc3c([nH]c4ccccc43)c2=O)cc1,-2%,u,-6%&0%,5%&5%,-9%,u
CC1(C)CC(NC(=O)c2ccc(Cl)cc2Cl)CC(C)(C)N1,-5%,18%,-2%,3%,u,-7%
CC(C)NC(=O)[C@@H]1C[C@@]1(C)[C@@H](NC(=O)OCc1ccccc1)c1ccccc1,0%,1%,-8%,-6%,-26%,-10%
O=C(Nc1nccs1)C1(S(=O)(=O)c2ccc(Cl)cc2)CC1,1%,-10%,-2%,6%,-15%,-12%
O=C(NC1CCCCC1)C(c1cccnc1)N(CCc1ccccc1)C(=O)Cc1cccs1 (stereo unspecified),-1%,13µM*,-2%,-5%,21%,14%

# The order is random. About 16% of those tested had a hit in this group.
